RGS4 act: RGS4 potentiation or activation | HEK293 M3R/inducible RGS4, carbachol calcium flux Fluo4; stronger effect = lower value | B-score at 10 µM | 310,000 compounds, 0.92% hits | AID 463111;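 active = B-score of the integrated calcium signal more than 4 SD below the library mean, with starting fluorescence not abnormally high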;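 also: negative B-score means reduced calcium response which marks RGS4 activation or potentiation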
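Test system: HEK293 cells with stable M3R and inducible RGS4; also added: carbachol at ECmax as muscarinic agonist stimulus; schedule: dye loading 30 min 37 °C, buffer rest 30 min RT; technique: kinetic calcium fluorescence imaging with Fluo4-AM dye, 2 µM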
Dyrk1A ADPGlo: Dyrk1A (rat) kinase inhibition | Q63470 | ADP-Glo luminescence, NFATc1 peptide | inhibition, % at 12.5 µM | 310,000 compounds, 0.43% hits; in the data active = inhibition above about 50%;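 also: plate controls were vehicle with enzyme for no effect and no enzyme for full effect; many of its hits are not listed in these tables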
HDAC3 inh: blocks human histone deacetylase 3. O15379. recombinant HDAC3, fluorogenic peptide/trypsin coupled, fluorescence. inhibition, % at 8.3 µM. 320,000 compounds, 0.15% hits. AID 2718; in the data active = inhibition above about 26%, passing the limit was not always enough; inconclusive = no clear call, values can overlap the other calls
PolyA inhibitor: inhibitors of polyadenylation in S. cerevisiae | 300,000 compounds, 0.02% hits | S. cerevisiae SKY197-pL101 polyadenylation reporter, beta-gal luminescence; efflux-impaired pdr1/pdr3 knockout yeast; score 100 = 6 SD above DMSO | calls only at 12 µM;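 active = lowest replicate activity score at least 50, where 100 means six control SD above control mean; inconclusive = lowest score under 50 but half or more replicates reach 50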;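 also: yeast exposed to compound for 9 h at 30 °C; higher score means more reporter readthrough which indicates perturbed polyadenylation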
KCNQ1 inh: human KCNQ1 channel inhibition; CHO-K1 KCNQ1, FluxOR thallium flux fluorescence; stronger effect = higher value; AID 2642; P51787; 310,000 compounds, 1.3% hits; B-score at 10 µM;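 active = compounds whose thallium flux B-score, printed positive for inhibition, exceeds three library SD while starting fluorescence stays within three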;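 also: channel opened by potassium depolarization with thallium stimulus after 20 min compound exposure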
GSK3B inh: human GSK3beta kinase inhibition; P49841; GST-GSK3beta kinase, ADP-Glo luminescence, 60 min; stronger effect = lower value; activity score (negative = inhibition), % at 10 µM; 300,000 compounds, 0.038% hits;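 active = more than half of replicate wells score below -50%, meaning over 50% inhibition versus plate controls; inconclusive = some replicates but at most half score below -50%; inactive = no replicate scores below -50%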;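 also: 0% = median DMSO wells and -100% = median GW8510 positive control wells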
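Test system: GST-tagged human GSK3beta kinase, cell-free; evaluation: activity score scaled between in-plate DMSO and GW8510 controls; measured by: ADP-Glo luminescence; incubation: 60 min reaction, RT; benchmarks: DMSO and 20 µM GW8510; reagent: peptide substrate plus 25 µM ATP (final); medium: Tris/MgCl2 kinase buffer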
GSK3 alpha inh: inhibitors of human GSK-3 alpha kinase; ADP-Glo luminescence, 60 min; inhibition, % at 10 µM; 320,000 compounds, 0.1% hits; AID 2650;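 in the data active = inhibition above about 50%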;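 also: GST-tagged GSK-3 alpha with peptide substrate and 25 µM ATP; 0% = DMSO neutral wells and 100% = GW8510 positive control wells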
KCNK9 block: blocks the human KCNK9 two-pore domain potassium channel. Q9NPC2. 310,000 compounds, 1.2% hits. AID 488922. HEK293 KCNK9, FluxOR thallium flux fluorescence; stronger effect = lower value. B-score at 10 µM;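 active = ratio B-score over 3 SD below the library mean, with starting fluorescence within 5 SD of its mean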;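 also: negative B-score means less thallium flux so channel inhibition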
KCNK3 inh: human KCNK3 channel inhibition, primary screen; O14649; CHO-KCNK3 thallium flux, FluxOR fluorescence; stronger effect = lower value; B-score at 10 µM; 340,000 compounds, 0.84% hits; AID 602410;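 active = B-score under library mean minus 4 SD, starting fluorescence ratio at most library mean plus 5 SD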;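 also: more negative B-score means stronger inhibition of thallium flux through KCNK3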
hERG protect: compounds protecting human hERG from proarrhythmic drug block. Q12809. CHO-hERG, FluxOR thallium flux, dofetilide IC70 present. activation (rescue from dofetilide block), less the hit threshold, % at 10 µM. 310,000 compounds, 0.51% hits. AID 1511;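 active = activation above the mean of controls blocked by dofetilide plus 5 SD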;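 also: thallium influx through hERG after potassium depolarization seen as dye fluorescence rise; in these data hits start at about 4.7%; inactives centre near -7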
Target sequence (Q12809 whole entry, looked up): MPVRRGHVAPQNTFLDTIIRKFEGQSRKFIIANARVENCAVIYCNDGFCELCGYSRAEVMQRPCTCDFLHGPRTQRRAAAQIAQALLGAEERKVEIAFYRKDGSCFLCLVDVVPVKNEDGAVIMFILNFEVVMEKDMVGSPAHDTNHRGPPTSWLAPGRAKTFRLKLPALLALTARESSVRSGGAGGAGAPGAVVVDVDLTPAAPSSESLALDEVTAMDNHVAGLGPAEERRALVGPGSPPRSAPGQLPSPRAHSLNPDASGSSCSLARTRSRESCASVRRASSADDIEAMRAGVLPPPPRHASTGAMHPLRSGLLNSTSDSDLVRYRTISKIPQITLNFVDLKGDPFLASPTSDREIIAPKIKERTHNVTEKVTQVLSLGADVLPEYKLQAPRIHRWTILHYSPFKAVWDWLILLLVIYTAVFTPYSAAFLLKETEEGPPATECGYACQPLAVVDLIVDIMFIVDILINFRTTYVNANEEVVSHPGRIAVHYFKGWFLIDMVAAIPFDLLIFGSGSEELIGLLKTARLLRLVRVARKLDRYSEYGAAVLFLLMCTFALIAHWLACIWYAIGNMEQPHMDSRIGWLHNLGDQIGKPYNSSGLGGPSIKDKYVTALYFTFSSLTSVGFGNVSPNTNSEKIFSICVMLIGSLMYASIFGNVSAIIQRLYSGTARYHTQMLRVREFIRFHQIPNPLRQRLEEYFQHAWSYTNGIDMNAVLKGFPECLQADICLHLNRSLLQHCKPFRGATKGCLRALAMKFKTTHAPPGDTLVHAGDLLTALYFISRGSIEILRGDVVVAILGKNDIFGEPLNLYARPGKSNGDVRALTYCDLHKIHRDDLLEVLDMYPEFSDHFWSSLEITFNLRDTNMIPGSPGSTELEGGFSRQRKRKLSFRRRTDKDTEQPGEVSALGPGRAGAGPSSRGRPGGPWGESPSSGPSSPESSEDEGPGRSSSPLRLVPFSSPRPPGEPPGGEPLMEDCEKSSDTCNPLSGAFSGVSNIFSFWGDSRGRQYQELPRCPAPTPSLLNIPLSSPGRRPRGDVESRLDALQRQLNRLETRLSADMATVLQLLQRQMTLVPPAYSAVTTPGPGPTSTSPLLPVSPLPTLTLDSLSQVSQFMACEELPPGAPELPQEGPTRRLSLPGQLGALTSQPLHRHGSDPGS
KCNQ1 act: potentiates or activates the human KCNQ1 potassium channel. P51787. CHO-K1 KCNQ1, thallium flux FluxOR fluorescence; stronger effect = higher value. B-score at 10 µM. 310,000 compounds, 0.35% hits. AID 2648;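 active = fluorescence ratio B-score, a plate-corrected score, at least three library SD, with initial intensity B-score within 5 SD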
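Schedule – 37 °C overnight plating, 90-min dark dye load, 20-min compound pretreatment · System – stable KCNQ1 CHO-K1 line · Probe or stimulus – thallium- and potassium-containing depolarizing buffer · Measured by – kinetic FluxOR fluorescence, 10 s baseline plus 110 s post-stimulus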
Active calls of the source: *; i = inactive; ? = inconclusive; / = no result given. These rows are one share of the data (hit frequency here may not be typical).

SMILES	RGS4 act	Dyrk1A ADPGlo	HDAC3 inh	PolyA inhibitor	KCNQ1 inh	GSK3B inh	GSK3 alpha inh	KCNK9 block	KCNK3 inh	hERG protect	KCNQ1 act
Cc1ccn2cc(C(=O)NCc3ccco3)nc2c1	i	5.4	-10.5	i	i	1.4	-1.0	i	i	-14.9	i
COc1ccc(CN(C)S(=O)(=O)c2nnc(NC(=O)c3ccccc3)s2)cc1OC	i	1.9	9.4	i	i	-2.3	2.3	i	i	-5.5	i
C/C(Cl)=C\Cn1c(Nc2ccc(C)cc2)nc2c1c(=O)n(C)c(=O)n2C	i	8.6	?	i	i	-1.9	0.5	i	i	0.9	i
Cc1cccc(N2CCN(C(=O)c3ccc(NS(=O)(=O)c4ccc5[nH]c(=O)[nH]c5c4)cc3)CC2)c1C	i	2.5	10.2	i	i	0.0	0.2	i	i	1.3	i
COc1ccc(NC(=O)CN(C)C(=O)c2oc3ccccc3c2C)cc1	i	-1.8	5.6	i	i	-1.1	-11.1	i	i	-2.9	i
Cc1cc(F)c(F)c(C(=O)NC2CC2)c1Cl	i	3.2	3.1	i	i	2.6	1.1	i	i	2.2	i
COc1ccc(-c2ccc(NS(=O)(=O)c3cc([N+](=O)[O-])ccc3C)cc2)nn1	i	-0.1	-6.1	i	i	11.3	1.1	i	i	-3.3	i
Cc1ccc(NC(=S)NC(=O)c2c(-c3ccccc3Cl)noc2C)cc1	i	-0.8	5.0	i	i	1.8	2.6	i	i	-7.9	i
Cc1csc2nc(CNC(=O)C3CCCCC3)cn12	i	-0.4	6.7	i	i	2.6	-3.7	i	i	-10.6	i
COc1ccc(-c2nnc(SCC(=O)O)n2Cc2ccccc2)cc1	i	-3.8	0.4	i	i	4.9	-1.8	i	i	-0.8	i
Cc1ccc(OS(=O)Nc2cccc3nccnc23)cc1 (configuration not stated)	i	7.7	2.3	i	i	1.3	-0.9	i	i	-6.0	i
COc1ccc(C(=O)NCCSCc2cccc(Cl)c2)cc1OC	i	6.8	-8.9	i	i	3.8	-1.9	i	i	-14.9	i
COc1cccc(C(=O)NCCS(=O)(=O)NCCCc2ccccc2)c1	i	/	-1.7	i	i	3.4	-1.4	i	i	-10.8	i
CSc1nnc2c(n1)OC(c1cccn1C)N(C(C)=O)c1ccccc1-2 (configuration not stated)	i	-7.4	9.9	i	i	-4.7	-0.9	i	i	-11.5	i
Cc1cccc(NC(=O)c2cccc(N3C(=O)C4CCC(C)CC4C3=O)c2)c1C (configuration not stated)	i	0.3	-2.8	i	i	2.9	5.0	i	i	-12.2	i
N/C(=N\OC(=O)c1ccc2ccccc2c1)c1ccccc1Cl	i	28.1	-2.8	i	i	-0.2	2.7	i	i	-11.5	i
CC(=O)n1cc([C@H]2C=C(C(=O)Nc3ccccc3)O[C@@H](OCc3ccc(CO)cc3)C2)c2ccccc21	i	-5.1	8.3	i	i	-1.3	-0.7	i	i	-7.4	i
COC(=O)c1nn(-c2ccc(Cl)cc2)c(=O)cc1Sc1ccccn1	i	-5.6	-3.6	i	i	-3.3	1.3	i	i	-6.4	i
COc1ccc(-c2nc(CS(=O)CC(=O)NCCC3=CCCCC3)c(C)o2)cc1 (configuration not stated)	i	2.7	-8.8	i	i	-0.9	-0.1	i	i	-12.2	i
O=C(CCC1CCCCC1)Nc1nccs1	i	17.9	-4.4	i	i	3.4	1.0	i	i	-8.4	i
COc1ccc(S(=O)(=O)N2CCCCCC2)cc1NC(=O)c1c2c(nc3ccccc13)CCN(Cc1ccccc1)C2	i	12.2	-13.2	i	i	2.9	5.5	i	i	-5.9	i
O=C(CCCc1ccccc1)Nc1cccc(C(=O)O)c1	i	-0.4	-4.3	i	i	-1.7	-0.9	i	i	-4.3	i
O=NN1CCN(c2ccncc2S(=O)(=O)N2CCCCC2)CC1	i	0.0	3.9	i	i	2.6	1.7	i	i	-4.5	i
CC(C(=O)N1CCCCC1)n1ncn2cccc2c1=O (configuration not stated)	i	4.9	1.5	i	i	3.0	7.3	i	i	-8.7	i
CCOc1nc(-c2ccc(Cl)cc2Cl)ccc1C#N	i	2.2	-0.7	i	i	0.2	2.4	i	i	-4.7	i
CCOc1ccc(S(=O)(=O)N(CCO)CCO)cc1-c1nc2c(C(C)(C)C)nn(C)c2c(=O)[nH]1	i	1.0	-0.9	i	i	-4.7	/	i	i	-9.4	i
CCOc1ccccc1C(=O)N1CCN(c2ccc(C(F)(F)F)cn2)CC1	i	-0.8	7.5	i	i	0.4	4.2	i	i	-4.4	i
Cc1ccc(C)n1-c1ccc(N2CCOCC2)cc1	i	/	-4.5	/	i	-2.2	-5.7	i	i	-11.3	i
CCN1CCN(CC(O)COc2ccc3c(C)cc(=O)oc3c2)CC1 (configuration not stated)	i	/	-15.3	i	i	1.3	0.1	i	i	-7.8	i
COc1ccc(C(=O)NCCc2nnc(SCC(=O)Nc3ccccc3F)n2C)cc1	i	-7.4	14.1	i	i	-2.5	-1.9	i	i	-11.1	i
CC(=O)c1ccc(S(=O)(=O)Nc2ccc(-n3c(C)nc4ccccc4c3=O)cc2)cc1	i	6.4	3.2	i	i	-8.0	6.9	i	i	-8.3	i
CCn1c(CNC(=O)C23CC4CC(CC(C4)C2)C3)nnc1SC	i	/	/	i	i	0.2	/	i	i	-11.2	i
CCOc1cccc(=O)c2c(C)n(CC3CCCO3)c(C)c12 (configuration not stated)	i	39.0	-10.7	i	i	1.4	/	i	i	-18.2	i
Cc1ccccc1Cn1c(C)nc2ccc([N+](=O)[O-])cc2c1=O	i	3.0	-13.6	i	i	-0.8	1.3	i	i	-2.2	i
Nc1ccc(NC(=O)c2ccccc2)c2c1C(=O)c1ccccc1C2=O	i	-3.0	-6.2	i	i	-3.9	0.9	i	i	-6.1	i
C[C@@H](C(=O)N[C@H](C(=O)O)c1ccccc1)n1nnc2ccccc2c1=O	i	1.3	1.8	i	i	-2.8	-2.0	i	i	-10.8	i
Cc1ccc(NS(=O)(=O)c2ccc(OCC(=O)N3CCOCC3)cc2)cc1	i	5.4	0.5	i	i	-3.2	0.1	i	i	-6.5	i
Cc1ccc(OCc2nnc(SCC(=O)C(C)(C)C)n2Cc2ccco2)cc1	i	-5.1	11.8	i	i	2.0	-1.8	i	i	-10.0	i
CC(=O)Nc1ccc2c3c(cccc13)C(=O)N(c1ccccc1)C2=O	i	-1.1	-15.2	i	i	2.1	-2.9	i	i	-13.1	i
Cc1ccccc1C(=NC(=O)c1ccccc1)c1ccccc1	i	-0.1	5.2	i	i	1.0	0.5	-9.99*	i	-9.6	i
CCCCOc1ccccc1C(=O)N(Cc1ccco1)C1CCS(=O)(=O)C1 (configuration not stated)	i	-4.0	0.3	i	i	0.3	-11.4	i	i	-9.9	i
CCCCOc1ccc(S(=O)(=O)Nc2cccnc2)cc1	i	8.9	1.7	i	i	0.4	1.5	i	i	2.0	i
COc1ccc(C(=O)N[C@H](C(=O)Nc2sccc2C(N)=O)C(C)C)cc1	i	-5.8	-2.4	i	i	-1.2	-0.8	i	i	-11.5	i
CC(C)c1ccc(CN(C(=O)C2COc3ccccc3O2)C2CCS(=O)(=O)C2)cc1 (configuration not stated)	i	4.4	2.9	i	i	-0.4	0.0	i	i	-15.0	i
O=C(c1ccc(Cl)nc1)N1CCN(C/C=C/c2ccccc2)CC1	i	9.6	0.7	i	i	-26.2	0.5	i	i	-5.2	i
Nc1nonc1-n1nnc(C(=O)N/N=C/c2ccccc2Cl)c1CSc1ccccc1	i	/	11.3	i	i	-0.7	-3.0	i	i	-1.8	i
O=C(Nc1nnc(C2=COCCO2)o1)c1cccc(Br)c1	i	-7.1	1.9	i	i	8.2	2.5	i	i	-5.4	i
O=C(CCS(=O)(=O)c1ccccc1)Nc1ccc2c(c1)C(=O)NC2=O	i	-2.3	-26.1	i	i	-7.8	7.1	i	i	-3.7	i
CN(C)S(=O)(=O)c1ccc(NC(=O)c2cc(-c3cccs3)nc3ccccc23)cc1	i	-6.7	/	i	i	0.0	/	i	i	-8.2	i
COc1ccc(NC(=O)CC2C(=O)N(C)C(=S)N2Cc2ccco2)cc1 (configuration not stated)	i	4.3	7.6	i	i	1.6	1.3	i	i	-9.5	i
O=c1[nH]cc(N=Cc2cc(Cl)cc(Cl)c2O)c(=O)[nH]1	i	/	-3.9	i	i	-3.6	-0.3	i	i	1.9	18*
CC[C@H](C)[C@@H]1NC(=O)c2cc([N+](=O)[O-])cc(F)c2NCCCC[C@@H](C(N)=O)NC(=O)[C@H](CCCCN)NC1=O	i	2.0	-0.7	i	i	-14.8	7.5	i	i	-5.9	i
O=C(Cc1ccccc1[N+](=O)[O-])NCCc1ccc(F)cc1	i	10.7	-12.5	i	i	-2.5	0.1	i	i	-4.9	i
CSCCC(NS(=O)(=O)c1ccc2c(c1)Cc1cc(S(=O)(=O)NC(CCSC)C(=O)O)ccc1-2)C(=O)O (configuration not stated)	i	-2.5	-1.6	i	i	3.9	-5.3	i	i	-3.3	i
C/C(=C\c1ccccc1)C(=O)Nc1nccs1	i	1.6	/	i	i	-3.5	/	i	i	-11.8	i
CCOc1ccc(-n2cc(C(=O)c3cc(Cl)ccc3O)cc(C#N)c2=O)cc1	i	-4.4	1.6	i	8*	-1.0	-1.4	i	i	-8.2	i
Cc1cc(Br)ccc1NC(=O)CN(C)C(=O)CCSc1ccc(F)cc1	i	1.0	-3.4	i	i	1.3	-0.1	i	i	-7.0	i
CC(=O)c1cccc(NC(=O)N2CCCC2C(=O)NCCC(C)C)c1 (configuration not stated)	i	1.1	-3.9	i	i	-1.8	1.2	i	i	-7.5	i
Cc1cc2ccccn2c1C(=O)c1ccccc1F	i	1.5	-0.7	i	i	-6.8	0.0	-11.9*	i	-7.0	i
CC1(C)NC(=O)N(CCOc2ccc([N+](=O)[O-])cc2)C1=O	i	-6.5	2.4	i	i	2.1	-1.7	i	i	-18.9	i
COc1ccc(/C=C/C(=O)N(C)C2CCCCC2)cc1Br	i	1.1	-0.3	i	i	1.9	0.7	i	i	-6.3	i
C=CCNC(=O)C12CCC(C)(C(=O)[C@H]1Br)C2(C)C (some centres not stated)	i	-1.7	-3.2	i	i	-0.1	-0.2	i	i	-7.5	i

Source: PubChem BioAssay
